Bioassay records deposited in PubChem by National Center for Advancing Translational Sciences (NCATS).
LMNA splice mod – modulators of lamin A splicing. HeLa LMNA splicing GFP/RFP minigene ratio, 48 h. Potency, µM (titrated, usually from 46.1 µM), without a hit: at the top dose ratio change, negative = inhibition, most hits filed as inhibitors. 200,000 compounds, 0.01% hits; active = well fitted inhibition curve with a large enough effect in the signal ratio, with a control signal flat, not every such curve was filed as active; inconclusive = small, poorly fitted or top-dose-only effect, or effect the other way, or a change in a side signal; the % refers to the signal ratio; note: potency is the fitted concentration of half-maximal effect; % is set by controls: 0 for no effect and ±100 for the full control effect
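S3 HeLa stable clones carrying a lamin A-EGFP splicing minigene plus DsRed2 were seeded at 600 cells/well in Opti-MEM with 2% FBS, pin-dosed and incubated 48 h at 37°C. Acumen cytometry (488 nm) gave the GFP/RFP total-intensity ratio.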
SMN2 splice enh – enhancers of SMN2 splice variant expression; HEK293 SMN2-luciferase splicing reporter, luminescence, 30-36 h; Potency, µM (doses to about 46.1 µM), for the others: at the highest dose activity change, positive = activation, actives largely listed as activators; 210,000 compounds, 2.8% hits; AID 1458; note: potency is the fitted concentration of half-maximal effect; % of control where 0% means no effect; nearly all actives have a fitted effect of over 55% in size
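HEK293 cells carry an SMN2 […]–luciferase reporter in which exon 7 inclusion puts luciferase in frame. Cells were plated 10-12 h before compound addition, then incubated 30-36 h at 37C. ONE-Glo luminescence was read; sodium butyrate at 4.5 mM final served as control.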
CBFb-RUNX1 inh – inhibitors of human CBF-beta and RUNX1 interaction; Q01196+Q13951; AlphaScreen CBFb-His/RUNX1-biotin binding, biochemical; Potency, µM (highest dose often 59.8 µM), without a hit: at the highest dose activity, negative = inhibition, usual class: inhibitors; 230,000 tested, under 10 active; note: % of control where 0% means no effect
Target sequence (Q01196 whole entry, looked up): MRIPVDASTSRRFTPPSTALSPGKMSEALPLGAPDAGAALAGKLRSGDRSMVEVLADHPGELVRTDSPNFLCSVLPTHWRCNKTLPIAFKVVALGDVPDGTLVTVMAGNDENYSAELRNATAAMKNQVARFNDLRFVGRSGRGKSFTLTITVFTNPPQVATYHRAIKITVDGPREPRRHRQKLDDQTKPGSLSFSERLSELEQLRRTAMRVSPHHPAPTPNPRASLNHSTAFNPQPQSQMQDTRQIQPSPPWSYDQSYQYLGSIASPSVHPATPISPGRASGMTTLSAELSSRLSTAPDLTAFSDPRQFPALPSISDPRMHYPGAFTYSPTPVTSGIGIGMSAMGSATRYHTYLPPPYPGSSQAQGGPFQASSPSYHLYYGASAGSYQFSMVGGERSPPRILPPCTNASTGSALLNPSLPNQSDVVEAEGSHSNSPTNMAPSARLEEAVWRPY
Target sequence (Q13951 whole entry, looked up): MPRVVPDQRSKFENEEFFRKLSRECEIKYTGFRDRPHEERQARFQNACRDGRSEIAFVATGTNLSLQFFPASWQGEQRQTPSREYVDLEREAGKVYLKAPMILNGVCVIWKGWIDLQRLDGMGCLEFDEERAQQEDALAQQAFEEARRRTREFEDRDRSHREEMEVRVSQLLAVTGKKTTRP
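CBFb-His/RUNX1-biotin, 30 nM each, preincubated 20 min RT; compound 15 min RT; Ni + streptavidin beads 50 ng each, 90 min RT; AlphaScreen read.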
Luc counter – blocks Kinase-Glo luciferase, a counter-screen artifact; Q27757; Kinase-Glo luciferase, ATP luminescence, 8 min; Potency, µM (series often up to 38.3 µM), without a hit: at the highest dose activity change, negative = inhibition, most hits filed as inhibitors; 200,000 compounds, 0.28% hits; AID 1379; note: potency is the fitted concentration of half-maximal effect; % is set by controls: 0 for no effect and ±100 for the full control effect; nearly all actives have a fitted effect of over 60% in size
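Recombinant Kinase-Glo luciferase, 10 uM ATP (linear range), luciferin; imidazole pH 7.2 / KCl / MgCl2 / Tween / BSA buffer; 8 min RT; luminescence.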
IMPase Li cell – IMPase inhibition in cells with lithium potentiation | CHO-M1 cells, IP1 TR-FRET (IP-One), carbachol + lithium | Potency, µM (series often up to 59.4 µM), without a hit: at the top dose activity, negative = IMPase inhibition, actives largely listed as inhibitors | 210,000 compounds, 0.35% hits;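 note: IP1 builds up when IMPase is blocked and the TR-FRET signal falls; potency is the fitted concentration of half-maximal effect; plate controls were basal vehicle for no effect and high inhibitor control for full effect; nearly all actives have a fitted effect of over 50% in size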
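Steps: plate 2000 CHO-M1 cells per well and culture 16–30 h; add compound and lithium; incubate 30 min, 37C; add d2-IP1 tracer and Eu cryptate anti-IP1 antibody in lysis buffer; read after 10 min at room temperature.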
HTT cytoprotect – Huntington cell model cytoprotection by ATP luminescence; PC12 HTT-Q103 induced, cytoprotection, ATP luminescence, 40 h; Potency, µM (highest dose often 56.4 µM), for inactives: cytoprotection (ATP increase), hits mostly activators; 230,000 compounds, 0.14% hits;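 note: potency is the fitted concentration of half-maximal effect; % of control where 0% means no effect; nearly all actives have a fitted effect of over 45% in size; toxic huntingtin expression switched on by the ecdysone agonist tebufenozide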
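PC12 cells stably carrying ecdysone-inducible Htt exon 1 (Q103)–GFP were induced with 100 nM tebufenozide (final) alongside library compounds in a dose series. Cytoprotection was scored as retained ATP by ATPlite luminescence.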
HTT aggregate – inhibitors of mutant huntingtin aggregate formation in PC12 cells; PC12 HttQ103-GFP aggregates, Acumen cytometry, 40 h; Potency, µM (highest dose often 46.1 µM), for the others: at the top dose activity change, negative = inhibition, most hits filed as inhibitors; 220,000 compounds, 1.1% hits; AID 1688; note: potency is the fitted concentration of half-maximal effect; % is set by controls: 0 for no effect and ±100 for the full control effect; nearly all actives have a fitted effect of over 60% in size
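Compounds (qHTS titration) were added to PC12 cells expressing an ecdysone-driven HTT exon 1 Q103–GFP fusion after induction with 100 nM tebufenozide. Aggregate formation was measured as GFP objects in cell lysates.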
Active calls of the source: *; ? = inconclusive; / = not tested or not shown; & = joins results of further samples; [ ] = another dose, or the depositor's remark. Unless noted, calls come from the whole dose curve; as a rule, active = well fitted curve in the direction sought with a large enough effect; inconclusive = small, poorly fitted or top-dose-only effect, or another doubt; inactive = no such curve, though single readings can be large; an effect the other way counts as inactive or inconclusive. Compounds were not picked by outcome; any-hit rate near 4%.

canonical_smiles | LMNA splice mod | SMN2 splice enh | CBFb-RUNX1 inh | Luc counter | IMPase Li cell | HTT cytoprotect | HTT aggregate
NC(=O)COC(=O)CC1CC2CCC1C2 (centres undefined) | / | 1% | 3% | -1% | -5% | -22% | 1%
COC(=O)c1[nH]c2cc(OC)ccc2c1NC(=O)CCN1CCN(c2cccc(C)c2C)CC1 | -10% | / | -14% | / | / | -32%[0.074 µM] | -10%
Cc1cc(C)n(-c2cc(N3CCOCC3)ncn2)n1 | -7% | 24% | -1% | 0% | 10% | -1%[10 µM] | -10%
CC(C)C(=O)NNC(=O)CSc1nnnn1C(C)C | / | -3% | 1% | -1% | -3% | / | /
C=C(C)C(=O)O[C@H]1C/C(C)=C\C(=O)/C=C(\C)[C@H](O)[C@@H]2OC(=O)C(=C)[C@@H]21 | / | / | -22% | / | / | -62%[inhibitor][10 µM] | ?
CC(=O)NCCc1nc2cc(NC(=O)c3ccccc3)ccc2n1C | / | 22µM* | 2% | 0% | 6% | -86%[inhibitor] | -5%
COCCNC(=O)CCc1ccc(S(=O)(=O)Nc2ccc(C)cc2)cc1 | -1% | 6% | -2% | -5% | 16%[38.3 µM] | -9% | -18%
CC(C)C(NC(=O)OC(C)(C)C)C(=O)NC(CCC(=O)OCc1ccccc1)C(N)=O (centres undefined) | 15%[46 µM] | -2% | 3% | 1% | 3% | / | /
CCOC(=O)C(C)Sc1nc2c(c(-c3cccs3)c1C#N)CCC2 (centres undefined) | ? | -8% | -2% | 0% | -3% | / | 18%
C/C(=N/NS(=O)(=O)c1ccc(Cl)cc1)c1cccc(O)c1 | 6% | -14% | 4% | -5% | -3%[38.3 µM] | 0% | -1%
CCNC(=O)NC(=O)C(C)OC(=O)C1CCN(S(=O)(=O)c2ccccc2C(=O)OC)CC1 (centres undefined) | ? | -3% | -4% | -2% | 6% | -12% | 19%
CC(C)CNC(=O)NC(=O)COc1ccc(C=O)cc1 | 12% | -1% | 3% | -6% | -9%[38.3 µM] | -8% | 14%
COc1cc(CCC(C)=O)ccc1OC(=O)c1c(F)cccc1Cl | / | / | ? | / | / | -10%[10 µM] | -13%[9.22 µM]
COc1ccc(-n2c(=O)c3c4c(sc3n(CC(N)=O)c2=O)CCCCC4)cc1 | / | / | -2% | / | / | 3%[10 µM] | -17%[9.22 µM]
Cc1ccc(C(=O)O)cc1N1C(=O)c2cccc3cc(Br)cc(c23)C1=O | -7% | 18% | -1% | 0% | 2.2µM* | -36% | 9%
Cc1ccc(C)c(N(CC(=O)NC(C)(C)C)C(=O)CNC(=O)c2cccs2)c1 | / | 0% | 6% | 0% | 5% | / | /
CCCOc1ccc(CSC2=NCCN2)cc1[N+](=O)[O-] | ? | 33% | 0% | -4% | 2%[38.3 µM] | -7% | -10%
Cc1ccccc1NC(=O)Cn1c(=O)n(CC2CCCO2)c(=O)c2ccccc21 (centres undefined) | / | -5% | -29% | 2% | 16% | ? | 14%
COc1ccc(-n2c(=O)c(-c3cccc(Cl)c3)nc3cncnc32)cc1 | -1% | / | / | / | 9% | -2% | /
COCCc1nnc(NC(=O)Cc2ccccc2)s1 | 0% | 3% | 2% | 0% | 0%[38.3 µM] | -9% | -11%
COC(=O)c1ccc2c(=O)n(NC(C)=O)c(=S)[nH]c2c1 | 7% | 2% | 8% | 6% | 21%[38.3 µM] | ? | 6%
Nc1nc(Nc2ccc(Cl)cc2)n[nH]1 | -3% | 11% | 0% | 2% | -5%[38.3 µM] | -23% | 3%
C#CCOCCOCCOCCNc1nc(N2CCN(C(=O)C(Cc3cc4ccccc4[nH]3)n3cc(C(N)C(C)CC)nn3)CC2)nc(N2CCN(C(=O)C(Cc3cc4ccccc4[nH]3)n3cc(C(N)C(C)CC)nn3)CC2)n1 (centres undefined) | / | / | ? | / | 10% | 15%[10 µM] | 9%[9.22 µM]
O=C(/C=C/c1ccccc1)NC(=S)Nc1ccc(CN2CCOCC2)cc1 | ? | -25% | 18% | 1% | 15% | 21%[10 µM] | 7%
COc1ccc(C(=O)N[C@H]2COC(C)(C)O[C@H]2c2ccccc2)cc1 | 8% | 4% | -4% | -1% | 28%[38.3 µM] | -25% | 4%
COC(=O)Cc1ccc(NC(=S)NCc2ccc(OC)cc2)cc1 | -3%[46 µM] | 3% | -3% | 4% | 8% | -18% | 14%
Cn1nc(C(C)(C)C)cc1C(=O)NCc1cc(F)cc2c1OCOC2 | / | / | 5% | / | / | 14%[10 µM] | -6%[9.22 µM]
O=C(CN1C(=O)NC(Cc2ccccc2)C1=O)Nc1ccccc1 (centres undefined) | 6% | 1% | 1% | 3% | 17%[38.3 µM] | 9%[0.074 µM] | 4%
CC1CCCC(C)N1/N=C/C=C/c1ccccc1[N+](=O)[O-] (centres undefined) | -16%[46 µM] | 13% | ? | 2% | 27% | 10%[10 µM] | 9%
CC(C(=O)N/N=C/c1ccc(N(C)C)c(Br)c1)N(c1ccccc1)S(C)(=O)=O (centres undefined) | -3% | ? | 7% | -2% | -10%[38.3 µM] | -32% | -13%
COc1ccccc1CNc1nc2ccccc2n1CCN1CCCCC1 | ? | -5% | -1% | -3% | 8%[38.3 µM] | -17%[0.074 µM] | 22%
CC(=O)N(CN1C(=O)CCC1=O)c1ccc(Cl)c(Cl)c1 | 19%[46 µM] | -4% | 9% | 0% | -3% | -1% | 9%
COC(=O)CC1c2ccccc2C(Cc2ccc3c(c2)OCO3)=C(C)N1C(=O)OC (centres undefined) | 8%[9.22 µM] | 0% | 7% | 1% | 7%&20% | -81%[inhibitor] | /
CNC(=O)CN(c1ccc(F)cc1)S(=O)(=O)c1cc(C)ccc1OC | 2% | -6% | 1% | -2% | 25%[38.3 µM] | 14% | 16%
O=C(Nc1cccc(Br)c1)c1ccccc1-c1ccccc1 | -15% | -30% | 4% | 5% | 29% | -8%[10 µM] | ?
CC1(c2ccccn2)Nc2ccccc2-c2nc3ccccc3n21 (centres undefined) | ? | -9% | 1% | -3% | ? | -1%[10 µM] | 14%
CCOC(=O)c1sc(=S)n(-c2cc(F)ccc2F)c1N | ? | -28% | -11% | 2% | -9%[38.3 µM] | -8%[0.074 µM] | -19%
Cc1ccc(NC=C(S(=O)(=O)c2ccccc2)S(=O)(=O)c2ccccc2)cc1 | -9% | / | -4% | / | / | ? | -4%
Cc1cc(Cl)c(S(=O)(=O)N2CCN(c3cccc(C)c3C)CC2)cc1OCC(N)=O | 12% | -34%[inhibitor] | -3% | 1% | -2%[38.3 µM] | 12% | 8%[9.22 µM]
O=C(CCC1CCCCC1)NC1=NCCS1 | -3% | 12% | 3% | 2% | -3% | / | 17%
COC(=O)c1ccc(OC(=O)c2ccccc2F)cc1 | -9% | -4% | 4% | -3% | -2% | 4%[10 µM] | -12%
CCCOCC(O)COc1ccccc1C(=O)N1CCOCC1 (centres undefined) | 2% | / | 4% | / | / | 4% | 2%
Cc1ccc(/C=N/NC(=O)Cn2nc(C)c([N+](=O)[O-])c2C)o1 | / | / | 5% | / | / | 0%[10 µM] | -5%[9.22 µM]
C=CCn1sc(=N)c(C#N)c1N | -10% | -2% | 7% | -3% | 13%[38.3 µM] | -9%[10 µM] | -32%
COc1ccc2nc(C)c(C(N)=O)cc2c1 | 4%[9.22 µM] | / | 4% | 2% | 1% | 8%[10 µM] | -19%[9.22 µM]
O=C(CN1CCN(Cc2ccccc2)CC1)N1CCCc2c1c(=O)oc1ccc(O)cc21 | ? | -1% | 0% | -6% | 8%[38.3 µM] | 6% | -1%
O=C1OC2CCC1(c1ccccc1)C2 (centres undefined) | -6% | -47%[inhibitor] | -1% | 0% | 10% | 15%[10 µM] | -4%
COCCCNc1nc2ccccc2nc1NS(=O)(=O)c1ccccc1 | -5%[46 µM] | 5% | 7% | 3% | 0% | -1% | 4%
Cc1ccccc1C(=O)N1CCN(c2ncnc3c2cnn3-c2ccccc2)CC1 | ? | -76%[inhibitor] | 3% | -4% | 14%[38.3 µM] | -8% | ?
Cc1cc(S(=O)(=O)NCc2ccccc2)ccc1OCC(=O)N1CCOCC1 | / | -1% | -2% | -1% | -5% | -53%[inhibitor] | -4%

Remaining list, next part
canonical_smiles | LMNA splice mod | SMN2 splice enh | CBFb-RUNX1 inh | Luc counter | IMPase Li cell | HTT cytoprotect | HTT aggregate
CCC[N+](CC#Cc1ccccc1)(CCC)CC(=O)OCC | -4% | -11% | 3% | -1% | 10% | 0%[10 µM] | -7%
Cn1c(CSCc2ccccc2)nnc1SCC(=O)Nc1nccs1 | ? | -53%[inhibitor] | -4% | 4% | 17% | 3%[10 µM] | -10%
Cc1cc(-c2ccccc2)nc(N/N=C/c2ccc([N+](=O)[O-])cc2)n1 | 3% | 1%[1.84 µM] | -27% | -2% | 10% | / | 0.028µM*
Cc1ccc(C)c(NC(=S)N2CCN(Cc3ccccc3)CC2)c1 | / | -35% | -2% | 0% | -5% | 10%[10 µM] | ?
CCOC(=O)COc1nc2c(c(-c3ccco3)c1C#N)CCc1ccccc1-2 | / | / | 4% | / | / | 22%[10 µM] | 15%[9.22 µM]
CCCCC(=O)Nc1ccc(C(=O)Nc2cccnc2)cc1 | 3% | -4% | -1% | 16% | -4%[38.3 µM] | 8% | -4%
CCOC(=O)c1sc(C)c2c(=O)n(Cc3ccc(Cl)cc3)cnc12 | / | -31%[inhibitor] | -2% | 0% | -5% | -4% | 1%
O=C(Nc1cccc(-c2cnc3ccccc3n2)c1)c1cccc(NC(=O)c2ccco2)c1 | ? | ? | 4% | -3% | 43%[activator][38.3 µM] | -58%[inhibitor] | -31%
Cn1c(=O)[nH]c(=O)c2c1nc(Br)n2CCCc1ccccc1 | -11% | 7% | 1% | 4% | 16%[38.3 µM] | -9% | -18%
COc1ccccc1CNC(=O)C(=O)NCC(c1ccco1)N1CCOCC1 (centres undefined) | ? | 4% | 9% | 1% | -4% | -7% | -4%

Some entries already given with just IMPase Li cell, Luc counter and CBFb-RUNX1 inh.
| smiles | IMPase Li cell | Luc counter | CBFb-RUNX1 inh |
| --- | --- | --- | --- |
| CC(C)C(=O)NNC(=O)CSc1nnnn1C(C)C | -3% | -1% | 1% |
| C=C(C)C(=O)O[C@H]1C/C(C)=C\C(=O)/C=C(\C)[C@H](O)[C@@H]2OC(=O)C(=C)[C@@H]21 | / | / | -22% |
